Bioassay records (PubChem)
TcdB inh – TcdB glycohydrolase inhibition; P18177; TcdB glycohydrolase enzymatic assay, plate reader; inhibition, % at 9.99 µM; 350,000 tested, 0.24% active; AID 652162; in the data active = inhibition above about 10%
Target sequence (P18177 whole entry, looked up): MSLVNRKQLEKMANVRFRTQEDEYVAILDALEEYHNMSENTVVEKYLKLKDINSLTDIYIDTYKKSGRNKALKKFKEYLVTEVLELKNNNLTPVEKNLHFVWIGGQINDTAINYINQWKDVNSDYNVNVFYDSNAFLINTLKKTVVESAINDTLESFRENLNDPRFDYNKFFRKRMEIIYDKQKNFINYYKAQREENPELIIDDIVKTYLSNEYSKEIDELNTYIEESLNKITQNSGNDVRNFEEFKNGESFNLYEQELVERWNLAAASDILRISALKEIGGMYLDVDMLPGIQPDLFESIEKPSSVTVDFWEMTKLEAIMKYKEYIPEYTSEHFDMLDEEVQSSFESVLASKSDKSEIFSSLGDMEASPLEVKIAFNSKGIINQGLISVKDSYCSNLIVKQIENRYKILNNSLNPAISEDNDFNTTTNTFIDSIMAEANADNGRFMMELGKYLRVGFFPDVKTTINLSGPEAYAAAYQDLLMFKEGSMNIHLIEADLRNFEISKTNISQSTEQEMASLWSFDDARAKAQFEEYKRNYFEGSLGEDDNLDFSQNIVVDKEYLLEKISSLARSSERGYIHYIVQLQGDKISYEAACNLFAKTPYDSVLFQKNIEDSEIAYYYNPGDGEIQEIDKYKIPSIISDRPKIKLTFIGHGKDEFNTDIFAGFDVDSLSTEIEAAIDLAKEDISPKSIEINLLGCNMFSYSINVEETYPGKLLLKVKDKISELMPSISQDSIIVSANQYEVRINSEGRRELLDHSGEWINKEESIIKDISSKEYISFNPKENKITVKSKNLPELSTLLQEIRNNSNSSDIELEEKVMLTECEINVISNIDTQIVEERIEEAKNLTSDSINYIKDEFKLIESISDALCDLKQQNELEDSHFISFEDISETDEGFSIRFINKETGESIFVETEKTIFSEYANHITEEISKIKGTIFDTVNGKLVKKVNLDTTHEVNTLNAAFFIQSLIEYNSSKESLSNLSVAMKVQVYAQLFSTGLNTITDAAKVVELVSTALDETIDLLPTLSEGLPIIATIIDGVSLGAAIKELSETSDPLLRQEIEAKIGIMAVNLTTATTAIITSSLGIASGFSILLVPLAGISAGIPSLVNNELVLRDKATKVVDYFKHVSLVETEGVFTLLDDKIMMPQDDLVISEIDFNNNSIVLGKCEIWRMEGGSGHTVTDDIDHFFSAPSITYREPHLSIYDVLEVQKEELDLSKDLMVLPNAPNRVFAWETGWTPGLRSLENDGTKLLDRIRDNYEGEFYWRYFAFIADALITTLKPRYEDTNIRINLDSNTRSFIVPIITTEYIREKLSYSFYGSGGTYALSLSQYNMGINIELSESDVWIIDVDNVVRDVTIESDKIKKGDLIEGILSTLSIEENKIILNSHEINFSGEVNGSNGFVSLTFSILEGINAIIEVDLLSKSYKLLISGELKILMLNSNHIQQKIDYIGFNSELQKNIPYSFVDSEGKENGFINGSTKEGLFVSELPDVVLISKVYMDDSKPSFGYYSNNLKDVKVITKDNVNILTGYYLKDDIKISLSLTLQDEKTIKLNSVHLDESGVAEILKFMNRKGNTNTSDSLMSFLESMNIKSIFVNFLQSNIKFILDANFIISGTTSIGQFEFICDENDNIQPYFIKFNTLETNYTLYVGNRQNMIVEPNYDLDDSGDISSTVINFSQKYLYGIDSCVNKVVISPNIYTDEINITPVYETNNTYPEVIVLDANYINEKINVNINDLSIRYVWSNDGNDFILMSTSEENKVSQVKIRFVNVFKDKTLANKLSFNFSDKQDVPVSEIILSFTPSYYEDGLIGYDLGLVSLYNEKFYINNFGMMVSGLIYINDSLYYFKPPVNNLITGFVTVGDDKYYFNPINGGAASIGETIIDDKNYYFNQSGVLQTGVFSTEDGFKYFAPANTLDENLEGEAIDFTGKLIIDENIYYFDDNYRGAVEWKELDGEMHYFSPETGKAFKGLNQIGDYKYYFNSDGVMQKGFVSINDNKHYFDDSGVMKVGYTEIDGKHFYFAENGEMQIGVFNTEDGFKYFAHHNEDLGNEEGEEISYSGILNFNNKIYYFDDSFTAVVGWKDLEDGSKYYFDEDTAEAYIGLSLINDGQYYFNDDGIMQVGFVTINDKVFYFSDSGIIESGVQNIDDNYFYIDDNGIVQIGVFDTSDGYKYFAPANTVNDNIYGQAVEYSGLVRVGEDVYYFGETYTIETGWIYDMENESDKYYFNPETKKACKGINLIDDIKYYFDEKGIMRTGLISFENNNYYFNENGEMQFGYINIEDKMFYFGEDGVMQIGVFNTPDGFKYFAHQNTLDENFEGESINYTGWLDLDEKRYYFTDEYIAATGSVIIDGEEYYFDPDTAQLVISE
Yp Topo-I inh – Y. pestis Topo-I inhibition via cleavage products | Y. pestis Topo-I cleavage product accumulation, plate reader | activity, % at 10 µM | 360,000 tested, 0.064% active; in the data active = activity above about 50%, passing the limit was not always enough; also: inactives centre near 2
MazF activator – activators of E. coli MazEF toxin-antitoxin RNase; activation, % at 20 µM; P0AE70; FAM/BHQ RNA-DNA oligo cleavage fluorescence, 5 h; AID 504720; 350,000 tested, 0.32% active; in the data active = activation above about 50%
3CLpro inhibitor – SARS-CoV 3CLpro protease inhibition. inhibition, % at 6 µM. AID 1706. recombinant SARS-CoV 3CLpro, quenched FRET peptide cleavage. 290,000 tested, 0.14% active; in the data active = inhibition above about 12%
DUSP3 inh – inhibitors of human VHR1 phosphatase (DUSP3); 290,000 tested, 0.52% active; P51452; recombinant VHR phosphatase, pNPP absorbance; inhibition, % at 13.3 µM; in the data active = inhibition above about 50%; also: some compounds called inactive have numbers as strong as hits
BH1578 lux ind – inducers of Vibrio cholerae quorum light production without autoinducers. V. cholerae BH1578 lux reporter, luminescence, 6 h. activation, % at 18.7 µM. 350,000 tested, 0.16% active; in the data active = activation mostly above about 9.7%, no sharp cut-off; also: not every result past the cut was called active; inactives centre near 0; reference of the scale not given here
PriA SSB inh – K. pneumoniae PriA-SSBct interaction inhibition. 430,000 tested, 0.6% active. inhibition, % at 33 µM. AlphaScreen SSBct-PriA binding, biotinylated peptide; in the data active = inhibition mostly above about 37%, no sharp cut-off; inactive = mostly below about 20%;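 also: plate controls were negative control peptide for no effect and reference peptide for full effect; strong numbers were not always called active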
Rv3671c inh – inhibitors of M. tuberculosis serine protease Rv3671c. P9WHR9. inhibition, % at 5.96 µM. 320,000 tested, 0.048% active. AID 2606; in the data active = inhibition above about 38%;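 also: extracellular domain of Rv3671c used as enzyme; 0% = enzyme with DMSO and 100% = no enzyme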
CCHFV vOTU inh – CCHFV vOTU protease inhibition; Pep-AMC fluorescence; inhibition, % at 11.5 µM; 370,000 tested, 0.55% active; in the data active = inhibition above about 30%; also: 0% = vehicle wells with enzyme and 100% = no enzyme wells
PrPC surface inh – inhibitors of human cell surface prion protein PrPC. P04156. TR-FRET read-out. inhibition, % at 13.8 µM. 370,000 tested, 0.43% active; in the data active = inhibition above about 24%; also: 0% = median of the test wells and 100% = reference compound wells
Starred values were filed as active, the others as inactive; i = inactive; x = no result given.

molecule	TcdB inh	Yp Topo-I inh	MazF activator	3CLpro inhibitor	DUSP3 inh	BH1578 lux ind	PriA SSB inh	Rv3671c inh	CCHFV vOTU inh	PrPC surface inh
CCOc1ccc(NC(=O)CN2CCN(CC(=O)Nc3ccc(C(N)=O)cc3)CC2)cc1	1.4	-2	1	2	-9	-0.8	-4	x	-5	1
COC(=O)C1=C(c2ccc(OCc3ccccc3)cc2)C[C@@H]2CC[C@H]1N2C(=O)NCc1cccc(C(F)(F)F)c1	-0.9	18	-3	x	x	1.0	-19	-18	19	3
CCC(=O)N1CCc2cc(Br)cc(S(=O)(=O)CC(=O)OC)c21	x	-5	-10	-7	4	-1.1	8	0	x	x
CC(C)(C)OC(=O)C[C@@H]1C/C=C\C[C@H](CC(=O)NCCO)C(=O)NC[C@@H](c2ccccc2)OC1=O	0.7	8	1	x	x	-0.9	-1	3	2	1
CCOc1cc(S(=O)(=O)N2CCCC2)ccc1Cl	1.2	0	-4	3	4	i	-3	-3	-13	4
O=C(NC1CCCCC1)C(=O)c1c[nH]c2ccccc12	1.5	6	7	-1	0	474*	-6	-6	14	3
OCc1nc(CO)n(Cc2ccccc2)n1	x	5	9	3	5	-2.5	-4	1	-7	0
Cc1ccc(CNC(=O)C2CC(c3cccc(F)c3)=NO2)cc1 (configuration not stated)	-0.5	7	4	x	-12	-8.3	-6	0	-1	-3
Cc1ccccc1NC(=O)Cn1cnc2c(oc3nc4c(cc32)CCCC4)c1=O	0.1	1	5	-11	-12	0.9	-7	6	6	5
Cc1cc(=O)oc(C)c1C(=O)NCC(C)NC(=O)c1c(C)cc(=O)oc1C (configuration not stated)	x	2	-7	-3	54*	0.5	-10	11	-7	-6
Cc1c(N=Cc2c(O)n(C)c(=O)c3ccccc23)c(=O)n(-c2ccccc2)n1C	x	4	300*	5	10	0.9	-5	4	x	x
CC1(c2ccccc2)NC(=O)N(CC(=O)Nc2cccc(C#N)c2)C1=O (configuration not stated)	x	-17	4	-1	1	-3.1	-1	2	-3	0
CCCCN1C(=O)C(=O)N(CC(=O)N2CCN(c3ccccc3)CC2)C1=O	-0.6	5	2	x	x	-5.7	-10	-5	4	5
O=C(NNC(=O)C1CCC1)c1ccc(F)cc1	0.5	0	6	x	x	0.5	x	x	-3	5
CCC(C)c1ccccc1NC(=O)COC(=O)C1=NN(c2ccccc2)C(=O)CC1 (configuration not stated)	6.7	1	9	x	x	i	-16	1	8	-3
Nc1ccc(Nc2nc(-c3ccncc3)cs2)cc1	1.1	2	22	0	20	i	1	8	8	-12
COc1ccc(-n2c(N)c(C#N)c3ccc([N+](=O)[O-])cc3c2=O)cc1	0.5	0	5	-4	-4	2.6	-5	0	-1	-10
Cn1c(SCc2nc3ccccc3[nH]2)nnc1-c1cccnc1	-2.0	-3	-1	-2	-12	i	-6	9	-3	1
Cc1cc(C)c(-c2csc(NC(=O)c3cc([N+](=O)[O-])ccc3N3CCOCC3)n2)c(C)c1	x	3	-4	1	-3	i	28	-10	-9	4
C/C(Sc1nnc(Cc2ccccc2)o1)=C(/O)c1ccccc1	-0.6	-4	3	-2	-2	-6.7	4	7	x	x
CCOc1ccc(NC(=O)CN(C)C(=O)c2ccc3[nH]c4c(c3c2)CC(C)CC4)cc1OCC (configuration not stated)	-0.2	26	-4	x	x	-0.8	13	-5	6	-2
Cc1ccc(C(C(=O)NCc2ccco2)N(C(=O)CNC(=O)c2cccs2)c2c(C)cccc2C)cc1 (configuration not stated)	0.8	19	5	3	-8	-0.2	4	-13	-10	2
O=C(NCCc1ccccc1)C1CCN(Cc2cccc3ccccc23)CC1	1.3	0	-2	-2	0	i	-11	-13	-6	-8
Cc1ccc(SCC(=O)Nc2cc([N+](=O)[O-])ccc2O)cc1	0.3	3	-6	-1	22	1.4	6	3	7	-17
Cc1cc(C)n(-c2nc3sc4c(c3c3nnc(SCC(N)=O)n23)CC(C)(C)OC4)n1	x	-2	2	2	35	i	4	x	-9	5
COc1cc(Cn2c(N)c(C#N)c3nc4ccccc4nc32)cc(OC)c1	x	5	7	6	1	-2.1	1	-6	-91	7
CCOc1cc(/C=C2\CCn3c2nc2cc(Cl)ccc2c3=O)ccc1O	-1.0	10	2	3	12	0.0	-6	1	7	-5
Cc1ccc(S(=O)(=O)N2CCC(C(=O)C3C(=O)CCCC3=O)CC2)cc1	-1.1	-15	-2	1	31	-0.4	-12	1	-2	-4
CCN(CC(=O)NCc1cccs1)C(=O)c1ccc([N+](=O)[O-])o1	1.1	11	5	x	x	1.4	17	-1	-3	-33
COc1ccc(OC)c(-n2c(O)c(/C=C3\C=Nc4ccccc43)c(=O)[nH]c2=O)c1	1.1	1	-34	1	-19	0.8	x	-5	6	6
COc1ccc(CCNC(=O)CSc2ccccn2)cc1OC	-1.1	14	-4	-1	-19	-0.2	-11	7	-11	5
CN1CCc2c(C#N)c(N3CCCCC3)nc(N3CCOCC3)c2C1	x	x	-3	5	x	x	-3	0	x	x
COc1ccc(OCc2cc(C(=O)N3CCCC(OC)C3)no2)c2ccccc12 (configuration not stated)	-0.2	27	6	2	4	-0.3	0	2	2	-4
CCOC(CNC(=O)CN1C(=O)COc2ccc(S(=O)(=O)N3CCOCC3)cc21)OCC	-0.1	-4	11	-2	-64	i	-10	8	-13	0
COc1cc(OC)cc(C(=O)OC(C)C(=O)NC2CCCc3ccccc32)c1 (configuration not stated)	1.9	8	2	x	x	-7.1	-11	-4	11	-1
CC(C)Oc1ccc(CCNC(=O)C2CCC(=O)N(Cc3cccc(F)c3)C2)cc1 (configuration not stated)	1.2	8	-13	-3	-2	-0.1	-9	-4	10	-8
CC(C)CC1(C)NC(=O)N(CC(=O)Nc2ccc(F)c(F)c2F)C1=O (configuration not stated)	1.1	5	3	x	x	i	-8	-1	6	-1
COc1cc(C2Nc3ccccc3C(=O)N2c2ccccc2OC)ccc1O (configuration not stated)	x	-7	-2	4	-12	-5.4	-15	-2	-13	-5
Nc1ccccc1Sc1ccc(C(F)(F)F)cc1[N+](=O)[O-]	2.2	-9	-7	1	27	1.0	24	-4	-2	-7
O=C(COC(=O)C12CC3CC(CC(Cl)(C3)C1)C2)Nc1ccc2[nH]c(=O)[nH]c2c1	1.1	4	8	x	x	i	-11	3	10	-1

Reformatted with each value named: part of the list above.
COc1ccc(CCNC(=O)CSc2ccccn2)cc1OC
  TcdB inh: -1.1; Yp Topo-I inh: 14; MazF activator: -4; 3CLpro inhibitor: -1; DUSP3 inh: -19; BH1578 lux ind: -0.2; PriA SSB inh: -11; Rv3671c inh: 7; CCHFV vOTU inh: -11; PrPC surface inh: 5

CN1CCc2c(C#N)c(N3CCCCC3)nc(N3CCOCC3)c2C1
  TcdB inh: x; Yp Topo-I inh: x; MazF activator: -3; 3CLpro inhibitor: 5; DUSP3 inh: x; BH1578 lux ind: x; PriA SSB inh: -3; Rv3671c inh: 0; CCHFV vOTU inh: x; PrPC surface inh: x

COc1ccc(OCc2cc(C(=O)N3CCCC(OC)C3)no2)c2ccccc12 (configuration not stated)
  TcdB inh: -0.2; Yp Topo-I inh: 27; MazF activator: 6; 3CLpro inhibitor: 2; DUSP3 inh: 4; BH1578 lux ind: -0.3; PriA SSB inh: 0; Rv3671c inh: 2; CCHFV vOTU inh: 2; PrPC surface inh: -4

CCOC(CNC(=O)CN1C(=O)COc2ccc(S(=O)(=O)N3CCOCC3)cc21)OCC
  TcdB inh: -0.1; Yp Topo-I inh: -4; MazF activator: 11; 3CLpro inhibitor: -2; DUSP3 inh: -64; BH1578 lux ind: i; PriA SSB inh: -10; Rv3671c inh: 8; CCHFV vOTU inh: -13; PrPC surface inh: 0

(list continues)
molecule	TcdB inh	Yp Topo-I inh	MazF activator	3CLpro inhibitor	DUSP3 inh	BH1578 lux ind	PriA SSB inh	Rv3671c inh	CCHFV vOTU inh	PrPC surface inh
CCCc1nnc(SCC(=O)N2C(C)CCCC2C)n1CC (configuration not stated)	0.8	1	8	-2	6	i	11	10	-4	-5
O=C(CCCOc1ccccc1)NN1C(=O)NC2(CCCCC2)C1=O	1.7	-3	5	x	x	i	-3	-1	-20	5
COc1cc2ccc(C(C)=NOC(C)=O)cc2cc1OC	1.0	-5	6	x	x	i	x	x	6	-14
COc1ccc(NC(C)=O)cc1NC(=O)c1ccc(Cl)cc1	0.0	-1	4	2	13	-0.3	-11	0	-3	-3
CC(C)(C)C(=O)NC1(C(F)(F)F)C(=O)Nc2c1c(=O)[nH]c(=O)n2Cc1ccco1 (configuration not stated)	x	-7	3	0	8	i	-14	0	7	7
COCCN(C(=O)COC(=O)c1ccc(C)s1)c1c(N)n(Cc2ccccc2)c(=O)[nH]c1=O	1.5	-10	3	x	x	-0.3	5	-5	-1	6
COc1ccc(/C(C)=N/N2C(C)CCCC2C)c(OC)c1 (configuration not stated)	-0.5	2	-4	2	x	i	x	-2	-7	7
N#CCSc1nc2ccc(N3CCOCC3)cc2c(=O)n1CCc1ccccc1	x	17	9	-1	-9	-0.3	-9	-7	-4	-5
O=C(Nc1ccccc1C(=O)O)c1cc(S(=O)(=O)N2CCOCC2)c(Br)s1	0.7	3	-6	1	27	-2.9	-17	2	0	-5
CC1(C)Cc2cccc(OCC(O)CNCc3ccccn3)c2O1 (configuration not stated)	x	13	-1	3	27	-0.7	12	5	1	4
CCC(CC)c1nn2c(N)c(/C=C3\C(C)=Nc4ccccc43)c(=O)nc2s1	1.1	4	1	7	13	0.4	x	-16	2	-8
Nc1ccc(N2CCN(c3cccc(Cl)c3)CC2)cc1	x	-4	6	-2	39	-0.2	62	-2	10	-6
Fc1cc(Br)cc(F)c1NC(=S)N1CCOCC1	0.4	-2	7	-2	-14	i	0	-3	12	-7
O=C(Cn1nnc(-c2ccccc2F)n1)Nc1cccc2ncccc12	x	2	1	9	8	i	-13	-5	0	2
CC(OC(=O)c1ccc(-c2ccc([N+](=O)[O-])cc2)o1)C(=O)NC(N)=O (configuration not stated)	0.8	-4	10	2	11	1.8	1	-2	0	-41
Cc1ccc2cccc(OCCCOc3ccccc3F)c2n1	-3.3	-1	-2	1	18	-0.7	-52	-12	3	5
CC(C)(C)n1nnnc1C(c1cccnc1)N1CCN(C(=O)c2ccco2)CC1 (configuration not stated)	x	4	5	-3	-14	-0.4	-10	3	11	2
Cc1cc(C)c(NC(=S)NC(CO)(CO)CO)c(C)c1	-0.2	3	-3	3	21	-0.7	-1	2	-16	3
COC(=O)/C=C(\C)NC(=O)c1ccccc1Cl	x	-2	0	1	12	-2.8	-14	-1	7	1
O=C(NCCCn1ccnc1)c1ccc(Cl)cc1	2.6	0	6	3	22	-1.6	-4	4	1	-8
CCOc1ccc2nc(NC(=O)C3CCCN(S(=O)(=O)c4c(C)noc4C)C3)sc2c1 (configuration not stated)	0.2	-15	1	x	18	-0.2	7	6	-2	-4
CC(=O)c1ccc(N2CCN(S(=O)(=O)c3cc4[nH]c(=O)c(=O)[nH]c4cc3C)CC2)cc1	-1.2	7	2	7	17	-0.3	-9	-1	24	-6
COC(=O)c1ccccc1NC(=O)CNC(=O)c1ccc(OC)c(OC)c1	0.2	-5	15	0	9	-0.4	0	3	17	1
COc1ccc(CCN2C(=O)CCC2(C)C(=O)NCc2cccnc2)cc1OC (configuration not stated)	x	1	2	-3	-11	-2.9	-8	0	-13	-3
CCOC(=O)C(C)N1C(=O)S/C(=C/c2cc(C)n(-c3ccccn3)c2C)C1=O (configuration not stated)	x	-4	3	-2	15	i	9	-4	13	-6
O=[N+]([O-])c1cccnc1Oc1ccccc1F	1.6	0	-5	-3	12	i	0	-1	-7	-1
COc1cc2c(c(OC)c1OC)C(c1ccc3c(c1)OCO3)CC(=O)O2 (configuration not stated)	1.1	5	1	x	x	-13	-7	x	19	-8
O=C(O)c1cccc(NC2=C(n3nnc4ccccc43)C(=O)c3ccccc3C2=O)c1	0.0	-1	1	5	-12	-2.4	-8	-52	79*	-46
CN(C)CCCN(CCCNC(=O)/C=N/O)Cc1ccccc1	0.5	3	1	-4	28	-0.4	x	7	-10	-11
O=C(Nc1ccncc1)c1cc(C2CCCCN2C(=O)CCc2ccccc2)on1 (configuration not stated)	-0.1	14	x	x	x	-0.4	x	x	-2	-7

Not all compounds are listed; count on the stated rates, not on these rows.
